Screening data deposited in PubChem BioAssay by National Center for Advancing Translational Sciences (NCATS).
NIH3T3 tox – cytotoxic compounds in NIH 3T3 cells | NIH 3T3 viability, CellTiter-Glo ATP luminescence, 48-72 h | Potency, µM (top dose mostly 96.7 µM), for inactives: at the top dose activity change, negative = cytotoxicity, usual class: inhibitors | 94,000 tested, 4.3% active; note: potency is the fitted concentration of half-maximal effect; nearly all actives have a fitted effect of over 55% in size
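Cells were seeded at 400 per well, treated with pin-transferred compound, and kept 48 or 72 hr at 37 °C before CellTiter-Glo addition and luminescence imaging of cellular ATP.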
GPT2 inhibitor – GPT2 alanine aminotransferase inhibition. Q8TD30. Potency, µM (titrated, usually from 57.7 µM), for the others: at the highest dose activity change, negative = inhibition, actives largely listed as inhibitors. Recombinant GPT2, coupled pyruvate oxidase/HRP Amplex Red fluorescence. 100,000 tested, 0.25% active. AID 1671188; note: potency is the fitted concentration of half-maximal effect; nearly all actives have a fitted effect of over 60% in size; many of its hits are not listed in these tables
Target sequence (Q8TD30 whole entry, looked up): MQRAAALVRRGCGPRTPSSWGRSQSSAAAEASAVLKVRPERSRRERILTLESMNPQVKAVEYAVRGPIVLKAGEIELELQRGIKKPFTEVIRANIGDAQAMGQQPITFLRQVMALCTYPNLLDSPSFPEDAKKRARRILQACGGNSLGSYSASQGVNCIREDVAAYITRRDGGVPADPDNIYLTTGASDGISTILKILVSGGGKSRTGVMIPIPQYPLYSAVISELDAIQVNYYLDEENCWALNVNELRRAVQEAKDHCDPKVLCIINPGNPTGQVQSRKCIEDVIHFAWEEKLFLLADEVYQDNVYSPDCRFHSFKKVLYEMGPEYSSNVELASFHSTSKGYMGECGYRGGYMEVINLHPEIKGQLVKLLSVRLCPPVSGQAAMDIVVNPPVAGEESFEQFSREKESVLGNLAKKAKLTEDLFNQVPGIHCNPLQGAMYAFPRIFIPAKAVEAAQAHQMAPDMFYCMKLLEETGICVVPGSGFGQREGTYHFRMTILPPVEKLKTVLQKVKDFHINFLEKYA
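Fluorescence read-out: pyruvate from GPT2 turnover coupled to pyruvate oxidase, HRP and Amplex Red (0.2mM ThPP, 0.2U/mL PO and HRP, 50uM Amplex final). Substrates 250uM a-KG, 2mM L-alanine; enzyme 10ng/uL; 30 min RT.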
Luciferase inh – inhibitors of firefly (Photinus pyralis) luciferase. P08659. Potency, µM (titrated, usually from 115 µM), for the others: at the top dose activity change, negative = inhibition, actives largely listed as inhibitors. purified P. pyralis luciferase, luminescence, biochemical. 76,000 tested, 2.5% active. AID 1347043; note: potency is the fitted concentration of half-maximal effect; nearly all actives have a fitted effect of over 65% in size
Target sequence (P08659 whole entry, looked up): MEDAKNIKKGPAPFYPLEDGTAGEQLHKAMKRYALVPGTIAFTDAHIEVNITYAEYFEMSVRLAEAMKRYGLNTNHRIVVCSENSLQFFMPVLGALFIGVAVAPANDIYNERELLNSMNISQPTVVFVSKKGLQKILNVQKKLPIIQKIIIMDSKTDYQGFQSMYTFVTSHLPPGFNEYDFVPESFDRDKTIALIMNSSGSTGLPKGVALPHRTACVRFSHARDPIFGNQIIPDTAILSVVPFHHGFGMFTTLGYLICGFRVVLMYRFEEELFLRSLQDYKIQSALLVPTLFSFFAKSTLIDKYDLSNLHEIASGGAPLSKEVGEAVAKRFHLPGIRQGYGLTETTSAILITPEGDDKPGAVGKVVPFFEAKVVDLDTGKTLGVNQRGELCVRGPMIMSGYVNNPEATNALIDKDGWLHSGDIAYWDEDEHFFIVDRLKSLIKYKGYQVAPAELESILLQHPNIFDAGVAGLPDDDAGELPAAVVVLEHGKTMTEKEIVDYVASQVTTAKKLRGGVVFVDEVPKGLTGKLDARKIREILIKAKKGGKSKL
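Biochemical qHTS: compound (6-point titration) added to 10uM D-luciferin plus 10uM ATP in Tris acetate pH 7.5 buffer with Mg, Tween-20 and BSA, then purified enzyme at 10nM; light output imaged.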
HEK293 viab – cell viability loss counter-screen. 150,000 tested, 0.12% active. HEK-293-SNCA-luc viability, GF-AFC fluorescence, 24 h. Potency, µM (highest dose often 57.1 µM), for inactives: top-dose activity change, negative = cytotoxicity, most hits filed as cytotoxic. AID 1671193;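 note: potency is the fitted concentration of half-maximal effect; 0% = DMSO-treated cells and -100% = medium-only wells without cells; nearly all actives have a fitted effect of over 30% in size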
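Cytotoxicity counterscreen: after 24 h compound treatment of genome-edited SNCA-luciferase HEK-293 cells, live-cell protease substrate GF-AFC read by fluorescence after 30 min; activity scaled between DMSO (0%) and medium-only (-100%), curves Hill-fitted.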
SNCA expr inh – reduces expression of the alpha-synuclein gene; HEK-293 SNCA-luciferase knock-in, luminescence, 24 h; Potency, µM (top dose mostly 57.2 µM), for inactives: top-dose activity change, negative = inhibition, most hits filed as inhibitors; 140,000 tested, 0.17% active; AID 1671194;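 note: potency is the fitted concentration of half-maximal effect; plate controls were DMSO cells for no effect and cell-free wells for full effect; nearly all actives have a fitted effect of over 45% in size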
IP6K1 inhibitor – blocks human inositol hexakisphosphate kinase 1; IP6K1 kinase, ADP-Glo luminescence, 2 h; active compounds read low; Q92551; activity change, % (series mostly up to about 58 µM); 140,000 tested, 0.81% active; in the data active = activity change below about -25%
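ADP-Glo luminescence measures ADP made by human IP6K1 during a 2 h RT reaction with ATP/IP6 (mix at 1.3 mM/130 uM); top library doses 57.5 and 19.1 uM final.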
HEK293 tox – HEK 293 cell cytotoxicity; HEK 293 viability, ATP luminescence (CellTiter-Glo), 48-72 h; Potency, µM (titrated, usually from 115 µM), inactives show top-dose activity change, negative = cytotoxicity, hits mostly inhibitors; 94,000 tested, 6.6% active; note: potency is the fitted concentration of half-maximal effect; nearly all actives have a fitted effect of over 60% in size
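Read-out: CellTiter-Glo ATP luminescence. Cells: HEK 293, 250 cells/well. Exposure: 48 or 72 hr, 37 degree Celsius.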
* marks the source's active call; other numbers are inactive results; i = inactive; ? = inconclusive; . = no result given; [ ] = remark or other dose. Unless noted, calls come from the whole dose curve; as a rule, active = well fitted curve in the direction sought with a large enough effect; inconclusive = small, poorly fitted or top-dose-only effect, or another doubt; inactive = no such curve, though single readings can be large; an effect the other way counts as inactive or inconclusive. Unless noted, % is set by controls: 0 for no effect and ±100 for the full control effect.

SMILES,NIH3T3 tox,GPT2 inhibitor,HEK293 viab,HEK293 tox,SNCA expr inh,Luciferase inh,IP6K1 inhibitor
CC(C)CC(=O)N1CC(c2nnc(-c3ccncc3)o2)C2(CCOCC2)C1 (configuration not stated),-1%,2%,8%,i,-8%,-6%,14
Cc1nc(N2C(=O)c3oc4ccccc4c(=O)c3C2c2cccc(OCCC(C)C)c2)sc1C (configuration not stated),.,.,4%,.,166%[activator],.,-24
CCn1ccc(C(=O)N2C[C@H]3CNC(=O)[C@]34CCCC[C@@H]24)n1,i,-9%,1%,3%,?,.,-7
Cc1ccccc1CC(=O)NC1CCCN(c2cc(N(C)C)ncn2)C1 (configuration not stated),-8%,1%,-9%,-19%,3%,-4%,6
CS(=O)(=O)c1ccc(CC(=O)N[C@H](c2ccccn2)C2CC(O)C2)cc1 (some centres not stated),2%,?,-2%,-3%,-7%,2%,1
CC(C)NC(=O)c1ccc(-n2c(-c3ccccc3)cc3c2CCCCC3)cc1,.,.,-14%,.,11%,.,7
COc1ccc(Cn2c(=O)c(C(=O)N3CCN(C(=O)C4CC4)CC3)nc3cccnc32)cc1,-18%,.,.,-9%,.,.,25
Cc1nn(-c2ccccc2)c2c1C(C)N(C1CCN(C(=O)NC(C)C)CC1)C2=O (configuration not stated),?,.,.,-30%,.,.,1
CCOc1cccc(-c2nc(C3CCOC3)no2)c1 (configuration not stated),1%,4%,-2%,i,75%[activator],13µM*,-10
Cc1cc(C)c2oc(-c3cccc(NC(=O)COc4ccccc4Cl)c3C)nc2c1,.,.,8%,.,0%,.,1
COc1ccc(C(=O)Nc2cc(C(F)(F)F)ccc2N2CCN(c3ccccc3)CC2)cc1OC,.,.,-3%,.,4%,.,23
NC(=O)c1ccc(NC(=O)C2CC(=O)N(c3n[nH]c4ccccc34)C2)cc1 (configuration not stated),i,i,8%,8%,5%,-7%,27
O=C1[C@@H]2C[C@@H](CN2C(=O)c2ccc(F)cc2)Oc2ccccc2N1Cc1ccc(OC(F)(F)F)cc1,?,-3%,-4%,?,-29%,-1%,1
CC1CCc2nn3ccn(CC(=O)Nc4ccc5c(c4)OCO5)c(=O)c3c2C1 (configuration not stated),i,i,-6%,16%,13%,-19%,22
O=C(Nc1cccc(Cl)c1)c1ccc2oc(-c3ccnc(Cl)c3)nc2c1,?,-1%[88.5 µM],-5%[12.5 µM],?,126%[activator][87.6 µM],.,5
Cc1ccc(C)c(N2CCN(C(=O)c3ccc4c(c3)c(C)c(C)n4C)CC2)c1,.,.,-3%,.,?,.,-9
CCn1cc(C(=O)O)c(=O)c2cc(F)c(N3CCNCC3)cc21,.,i,-5%,.,17%,.,2
CC(C)c1ccc(OCC(=O)Nc2cc(-c3ccccc3)no2)cc1,.,.,8%,.,48%[activator],.,41
O=C(NCCCc1nc2ccc(F)cc2[nH]1)C1NCCc2[nH]cnc21 (configuration not stated),i,-28%,8%,1%,5%,2%,-8
Nc1nonc1C(=Nc1ccc(F)c(Cl)c1)NO,.,i,-17%,.,.,.,8
COc1cccc(CNC(=O)CSc2c3c(nc4cc(Cl)ccc24)CCCC3)c1,.,.,-27%,.,?,.,-2
CN1Cc2ncnc(NCc3cccs3)c2CN(c2ccccc2)C1=O,?,i,20%,-17%,-16%,-8%,-6
Cc1ccc(-c2cn3cc(C(=O)N4CCOCC4)nc3s2)cc1,?,i,2%[87.6 µM],?,?,.,-2
COc1ccccc1OCCNC(=O)c1cn2ccnc(-c3ccccc3)c2n1,?,-5%,-15%,?,0%,-3%,16
CCNc1nc2c(c(=O)[nH]c(=O)n2C)n1CC(O)COc1ccc(Cl)cc1Cl (configuration not stated),.,.,-20%,.,7%,.,7
Cc1ccc(Cl)cc1N(C)C(=O)c1sc2nc3n(c(=O)c2c1C)CCCC3,.,.,-1%,.,16%,.,-3
CCOCCOC1CCN(S(=O)(=O)c2cccc(OC)c2)CC1,-14%,i,0%[12.5 µM],-14%,-7%,2%,15
CCc1n[nH]c(CC2CCN(C(=O)c3sc(C)nc3C)CC2)n1,-29%,-17%,13%,i,2%,-6%,-14
CCOC(=O)c1ccccc1NC(=O)NC(C)c1c(-n2cccc2)sc(C)c1C (configuration not stated),.,.,21%,.,18%,.,-4
CN(N=O)C(=O)N[C@H]1C(O)OC(CO)[C@@H](O)[C@H]1O (some centres not stated),.,?,-35%,.,27%,.,.
CCN1C[C@H]2COc3cc(OC)ccc3[C@H]2N(C(=O)C2CCCC2)CCC1=O,?,.,.,-26%,.,.,0
C/C=C1\[C@H](O[C@@H]2O[C@H](CO)[C@@H](O)[C@H](O)[C@H]2O)OC=C2C(=O)OCCc3ccc(O)c(c3)Oc3ccc(cc3)CCOC(=O)C[C@H]21,.,-5%[17.1 µM],-26%[23.9 µM],.,.,.,3
CCOc1ccc(NC(=O)CN(C)S(=O)(=O)c2ccc3[nH]c4c(c3c2)CCCC4)cc1,.,.,-8%,.,-42%,.,12
Cc1cn2nc(C(=O)NCc3cc(F)cc(F)c3)cc2c(N(C)Cc2ccccc2)n1,?,i,-5%,?,-19%,0%,-12
O=C(NC1C[C@H]2CC[C@@H](C1)N2C(=O)C1CCC1)c1ccncc1 (some centres not stated),-4%,-19%,-4%,-5%,-24%,1%,-1
CSc1ccc(CNC(=O)c2cc3cc(S(=O)(=O)N4CCCCC4)ccc3n2C)cc1,.,.,3%,.,-9%,.,-1
Cc1ccc(CNC(=O)c2ccc3c(c2)CN(C2CCC2)CCO3)cc1,-16%,-3%,-4%,-18%,?,-7%,9
O=C(c1cc(Br)cn2ccnc12)N1CCC(N2CCCCC2)CC1,3%,i,-3%,-8%,-28%,5%,-11
CC(=O)NCC(=O)N1CCC2(CN[S+](=O)([O-])c3cnccc3O2)C1 (configuration not stated),i,i,-1%,3%,24%,.,0
N#CN1CCC[C@@H](n2nc(-c3ccc(Oc4ccc(F)cc4F)cc3)c(C(N)=O)c2N)C1,.,-9%,-41%,.,.,.,12
CCn1c(CN2CCOCC2)nc2cc(NC(=O)c3cccc([N+](=O)[O-])c3)ccc21,.,.,5%,.,113%[activator],.,-9
O=C(C1CCCCC1)N1CCCC2(COc3ccccc3[S+](=O)([O-])N2)C1 (configuration not stated),2%,i,2%,-3%,-17%,.,-3
Cc1nnc(SCC(=O)Nc2ccc(N(C)C)cc2)[nH]c1=O,.,.,?,.,11%,.,21
COc1ccc(CC(=O)N2CCc3c(nc4cc(-c5ccccc5Cl)[nH]n4c3=O)C2)cc1,0%,i,1%,8%,-1%,?,12
CSc1nccc(N2CCC(c3nccn3Cc3cccnc3)CC2)n1,?,1%,1%,?,-23%,2%,-4
CCc1ccccc1NC(=O)Nc1cc(C(=O)NCc2cccc(F)c2)ccc1N1CCCC1,.,.,-2%,.,?,.,-8
CCOC(=O)CNC(=O)c1cc(-c2ccc[nH]2)n[nH]1,3%,i,5%,7%,-6%,-1%,27
O=C(NC1CCCCC1)c1ccc2nnc(-c3cccc(C(F)(F)F)c3)n2c1,?,?,-24%,32µM*,-15%,.,8
CCN(C1CCOCC1)C1CN(C(=O)c2c(C)noc2C)C1,i,i,-4%,i,-17%,2%,4
C=CCNc1nc(C)nc2c1CCN(C(=O)CNS(C)(=O)=O)CC2,i,?,0%,i,-22%,-1%,1
CCc1ccc2c(c1)c(=O)c(C(=O)c1ccc(C)cc1)cn2CC(=O)Nc1ccccc1C,.,.,-21%,.,-17%,.,-12
Cc1noc(Cn2c(=O)c3ccccc3n(CC(=O)Nc3ccccc3C(F)(F)F)c2=O)n1,.,.,-3%,.,16%,.,0
Cc1noc(C)c1-c1cc2cc(C(C)C)oc2c(NCCN2CCOCC2)n1,?,-13%[88.5 µM],-7%[87.6 µM],?,60%[activator][87.6 µM],-5%[172 µM],18
COc1ccc(C(=O)N2CCC3(CC2)CNC(=O)c2ccccc2O3)cc1,-13%,i,-14%,-3%,28%,1%,8
CC(C)CCn1c(=O)c2sccc2n2c(CCCC(=O)NC(C)C)nnc12,.,.,-3%,.,-4%,.,1
Cc1ccc(-c2nc3ccccc3n3c(-c4ccccc4)c4c(=O)n(C)c(=O)n(C)c4c23)cc1,.,.,7%,.,18%,.,23
COc1ccc(-c2onc(C)c2C)cc1S(=O)(=O)NCC1CCN(Cc2cc(C)ccc2C)CC1,.,.,-21%,.,-6%,.,3
CN(CC(=O)Nc1ccc(F)cc1F)S(=O)(=O)c1ccc(C(=O)N2CCOCC2)s1,.,.,5%,.,20%,.,7
Cc1noc(C)c1-c1cc(O)cc(C(O)c2ccccc2)c1 (configuration not stated),.,-6%,-2%,.,.,.,-21
COc1ccc(C)cc1Nc1cc(C)nc(C)n1,.,.,2%,.,8%,.,-14

Next section; it opens with the 4 that closed the last part.
SMILES,NIH3T3 tox,GPT2 inhibitor,HEK293 viab,HEK293 tox,SNCA expr inh,Luciferase inh,IP6K1 inhibitor
COc1ccc(-c2onc(C)c2C)cc1S(=O)(=O)NCC1CCN(Cc2cc(C)ccc2C)CC1,.,.,-21%,.,-6%,.,3
CN(CC(=O)Nc1ccc(F)cc1F)S(=O)(=O)c1ccc(C(=O)N2CCOCC2)s1,.,.,5%,.,20%,.,7
Cc1noc(C)c1-c1cc(O)cc(C(O)c2ccccc2)c1 (configuration not stated),.,-6%,-2%,.,.,.,-21
COc1ccc(C)cc1Nc1cc(C)nc(C)n1,.,.,2%,.,8%,.,-14
Cc1ccc(OCC(=O)NCC2CCCCC(=O)N2)cc1 (configuration not stated),-3%,4%,8%,i,12%,2%,9
O=C(C1CCCC1)N1CCCC(c2noc(COc3ccccc3F)n2)C1 (configuration not stated),?,i,-6%,?,38%[activator],-11%,0
CC(C)Oc1ccc(CNC(=O)c2ccc(Cn3ccn4nc5c(c4c3=O)CCCC5)cc2)cc1,?,-16%,-7%,35µM*,-23%,8%,4
C=C1C(=C/C=C2\CCC[C@]3(C)[C@@H]([C@H](C)/C=C/[C@@H](O)C4CC4)CC[C@@H]23)C[C@@H](O)C[C@@H]1O,.,1%,-13%[23.9 µM],.,-74%[25.6 µM],.,-14
Cc1ccc(Cl)cc1NC(=O)N1CCC(OC2CCN(S(C)(=O)=O)CC2)CC1,-19%,-1%,-3%,-21%,1%,6%,0
